# Cathepsin G inh = blocks human cathepsin G enzyme activity. purified enzyme, AMC-tetrapeptide fluorescence, pooled mixtures. 62,000 compounds, 0.2% hits. inhibition, % at 5 µM (by protocol). P08311;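 active means inhibition above 20% in each of the two mixture wells holding the compound; inactive means inhibition of 20% or less in either well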;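 further: 0% = enzyme control without mixture and 100% = blank lacking enzyme; strong numbers were not always called active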
# Target sequence (P08311 21-244 limits assumed): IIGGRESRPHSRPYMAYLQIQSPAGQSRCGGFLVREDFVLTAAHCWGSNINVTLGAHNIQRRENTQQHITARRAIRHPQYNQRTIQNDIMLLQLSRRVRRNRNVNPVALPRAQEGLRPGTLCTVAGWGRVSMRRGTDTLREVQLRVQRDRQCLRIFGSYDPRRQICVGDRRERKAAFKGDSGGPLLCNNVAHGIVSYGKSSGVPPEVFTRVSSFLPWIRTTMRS
# MKP-1 inh = blocks human MKP-1 phosphatase activity | AID 374 | 65,000 compounds, 0.15% hits | P28562 | recombinant MKP-1, OMFP hydrolysis fluorescence | inhibition, %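 (compounds tested at a single concentration somewhere between 10 and 100 µM)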;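 active means inhibition above about 50%, limit read from the data; inconclusive means inhibition over screen mean plus 3 SD, below that limit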;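 further: 0% = DMSO max control wells and 100% = wells with enzyme stopped by NaOH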
# Cdc25B block = human M-phase inducer phosphatase 2 inhibition; P30305; recombinant Cdc25B, OMFP fluorescence Ex485/Em525; inhibition, %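 (compounds tested at 10 µM final in the well)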; 65,000 compounds, 0.1% hits; AID 368; in the data active means inhibition above about 50%
# CatL inh = inhibitors of human cathepsin L | P07711 | purified cathepsin L, fluorogenic substrate, fluorescence | inhibition, %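 (tested at 10 µM)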 | 58,000 compounds, 0.17% hits; in the data active means inhibition above about 45%;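 further: 0% = enzyme with no compound and 100% = no enzyme blank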
# Target sequence (P07711 114-288 limits assumed): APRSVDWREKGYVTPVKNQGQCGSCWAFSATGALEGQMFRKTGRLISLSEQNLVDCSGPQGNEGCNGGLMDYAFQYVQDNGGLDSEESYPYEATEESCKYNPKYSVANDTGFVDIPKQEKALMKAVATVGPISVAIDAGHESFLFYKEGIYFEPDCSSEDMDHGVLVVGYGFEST
# Target sequence (P07711 292-333 limits assumed): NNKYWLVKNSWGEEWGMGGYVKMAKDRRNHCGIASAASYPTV
# C1s inh = human complement C1s inhibition. 62,000 compounds, 0.16% hits. P09871. mean inhibition % of two 10-compound mixtures (hits give high values), % at 5 µM (by protocol). purified C1s, fluorogenic AMC substrate, pooled mixtures;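 active means inhibition above 20% in each of the two 10-compound mixture wells holding the compound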;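 further: 0% = enzyme wells lacking compound mixture and 100% = no-enzyme blank wells; some compounds called inactive have numbers as strong as hits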
# Hsp90 block = displaces geldanamycin probe from tumor Hsp90; 64,000 compounds, 0.35% hits; inhibition, % at 30 µM; NCI-N417 lysate Hsp90, Cy3B-geldanamycin FP displacement; P07900; AID 429;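 active means inhibition above 50%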;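 further: 0% = tracer plus lysate wells and 100% = tracer alone without lysate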
# FXIa inh mix = factor XIa (human) inhibition, mixture screen; 62,000 compounds, 0.19% hits; purified FXIa, fluorogenic substrate, pooled mixtures; P03951; inhibition, % at 5 µM;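 further: each value is inhibition by a whole ten-compound pool holding the compound; 0% = enzyme with no mixture and 100% = wells lacking enzyme; strong numbers were not always called active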
# Target sequence (P03951 19-387 limits assumed): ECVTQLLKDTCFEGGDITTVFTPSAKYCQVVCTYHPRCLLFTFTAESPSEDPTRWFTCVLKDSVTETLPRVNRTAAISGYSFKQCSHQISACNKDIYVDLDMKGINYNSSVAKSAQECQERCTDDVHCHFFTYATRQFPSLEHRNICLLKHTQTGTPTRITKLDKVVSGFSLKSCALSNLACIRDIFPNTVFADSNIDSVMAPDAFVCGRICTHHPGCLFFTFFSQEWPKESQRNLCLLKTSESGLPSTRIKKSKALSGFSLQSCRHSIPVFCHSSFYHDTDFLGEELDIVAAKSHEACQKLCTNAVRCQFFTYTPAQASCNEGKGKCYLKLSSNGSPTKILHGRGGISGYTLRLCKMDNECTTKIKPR
# Target sequence (P03951 388-625 limits assumed): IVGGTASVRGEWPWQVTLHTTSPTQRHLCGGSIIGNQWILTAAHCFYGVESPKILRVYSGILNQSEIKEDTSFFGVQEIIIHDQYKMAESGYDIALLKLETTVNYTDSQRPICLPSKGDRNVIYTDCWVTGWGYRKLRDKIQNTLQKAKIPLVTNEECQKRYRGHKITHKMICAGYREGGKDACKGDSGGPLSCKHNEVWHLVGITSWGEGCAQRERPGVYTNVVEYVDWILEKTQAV
# FXIIa mix inh = blocks human factor XIIa in pooled compound mixtures | P00748 | purified FXIIa, fluorogenic substrate | inhibition, % at 5 µM | 62,000 compounds, 0.2% hits | AID 684;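 further: 0% = enzyme without compound and 100% = no enzyme blank; some results filed as inactive read as strong as hits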
# HTR1A agonist = agonists of human 5-HT1a serotonin receptor. P08908. CHO 5-HT1a Ga15 NFAT-bla reporter, FRET ratio; 0% basal, 100% maximal reference agonist. activation, % at 10 µM. 65,000 compounds, 0.56% hits;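 active means activation above the screen-wide mean activation plus 3 SD, cut at about 19% in these data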;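 further: 0% = DMSO wells and 100% = 5-CT at EC100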
# Starred values were filed as active, the others as inactive; u = inconclusive; x = no result given. Unless noted, no stated cut-off is given here; in the data, active means inhibition above about 20% (passing the limit was not always enough); inactive means the rest.
SMILES,Cathepsin G inh,MKP-1 inh,Cdc25B block,CatL inh,C1s inh,Hsp90 block,FXIa inh mix,FXIIa mix inh,HTR1A agonist
CCCn1c(=O)c2ccccc2n2c(SCC(=O)NCc3cccs3)nnc12,8.1,18.0,-1.8,11.6,8.8,0.3,4.2,10.1,4.1
COc1ccc2c(c1OC)C(=O)N(c1cccc(C)c1)C2,-1.2,4.0,-10.2,-0.1,1.0,-3.1,7.2,2.9,2.1
O=C(CCS(=O)(=O)c1cccs1)N1CCN(c2ccc(F)cc2)CC1,12.2,1.0,-3.8,6.7,0.5,x,3.5,-16.4,-1.6
COc1cccc(-c2nnc(SCC(=O)N3CCCC3=O)n2-c2ccccc2)c1,7.2,3.9,-1.7,-7.8,-4.5,-0.5,-4.4,8.7,-2.4
CCn1c(SCC(=O)Nc2cc(C)on2)nc2c1c(=O)n(C)c(=O)n2C,6.5,16.1,-1.4,0.4,-0.6,-4.2,13.8,-21.5,-2.7
CC(C)(C)NC(=O)C1CCN(C(=O)c2ccc(Br)cc2)CC1,-6.2,18.5,-9.1,-9.7,4.3,-5.7,6.0,5.7,-2.6
O=C(NCc1ccc2c(c1)OCO2)c1cc(-c2ccccc2)on1,-11.6,11.8,-1.3,17.4,-5.6,-3.5,-0.2,8.9,-2.8
O=C(O)CSCNC(=O)CC12CC3CC(CC(C3)C1)C2,0.5,-17.4,-4.9,0.4,-9.1,-0.7,-0.3,5.0,-1.1
CCOC(=O)N1CCC(NC(=O)c2cc(C(=O)NCc3cccc(Cl)c3)ccc2CO)CC1,-13.0,9.1,16.8,10.3,-64.9,-1.7,-10.3,-17.7,-2.5
Cc1cc2cc(CN(CCN3CCOCC3)C(=O)Nc3ccccc3F)c(=O)[nH]c2cc1C,4.6,34.3,-10.3,4.3,14.5,0.2,8.3,6.6,-0.5
CC(=O)Nc1ccc(OCC(O)CN2CCN(c3ccc(C)c(Cl)c3)CC2)cc1 (configuration not stated),-2.0,3.5,-2.6,13.6,1.3,-13.9,3.8,8.2,-1.4
Cc1cc(NC(=O)CSc2c(C)[nH]c3ccccc23)no1,9.9,7.8,16.8,x,10.8,-4.9,6.4,7.5,-4.8
CC(C)Oc1ccc(C(=O)NCc2ccco2)cc1,10.6,-8.6,4.8,8.6,17.4,-1.1,6.0,9.8,-3.9
O=S(=O)(Nc1ncccn1)c1ccc(Nc2ncnc3ccccc23)cc1,6.6,-5.7,-3.4,20.6,15.9,-6.2,0.0,4.2,-3.7
Cc1nc2cncc(Br)c2n1C,-6.0,-20.0,-1.5,15.5,-1.9,-0.4,2.4,7.1,-4.2
Cc1ccc(N2C(=O)Nc3ccc(Br)cc3C2(O)C(=O)NCCCN(C)C)cc1C (configuration not stated),-4.2,-4.4,-7.3,-11.2,-50.5,x,6.0,1.5,-2.9
O=C(NC1CCCCCCC1)C1CCN(S(=O)(=O)N2CCCC2)CC1,4.1,0.8,18.3,1.9,-29.1,-0.9,0.5,-0.2,-2.9
Cc1c(Cl)cccc1N1C(=O)c2ccccc2C1=O,6.3,-9.0,-12.1,-3.0,-1.0,1.1,1.6,-5.5,2.4
CC1CN(C(=O)c2cn3ccccc3n2)CC(C)O1 (configuration not stated),13.3,-0.8,6.4,-5.4,14.8,0.1,4.0,5.2,-2.6
O=C(CN1CCOCC1)NCC12CC3CC(CC(C3)C1)C2,1.6,-2.1,4.7,2.5,7.3,-1.4,5.1,2.8,-4.3
CCn1nc(C(=O)OC2CCOC2=O)c2ccccc2c1=O (configuration not stated),9.6,1.8,-14.3,12.4,10.6,-1.3,4.7,6.4,0.0
C=CCn1c(=N)n(CC(O)COc2ccccc2OC)c2ccccc21 (configuration not stated),-4.1,-8.6,-3.7,x,-12.9,-0.8,-4.0,-4.8,-5.9
CCOC(=O)c1sc2ncn(/N=C/N(C)C)c(=O)c2c1C,2.8,-10.0,2.6,-2.8,4.9,-2.7,9.7,-18.1,-1.1
Cc1ccc(N(CC(N)=O)C2SC(=O)N(Cc3ccccc3)C2=O)cc1 (configuration not stated),12.8,-0.1,-0.3,x,13.1,-6.2,6.8,7.2,-1.1
O=C(Cn1cnc2c(cnn2-c2ccc(F)cc2)c1=O)N1CCN(c2ccccc2F)CC1,-19.6,27.9,6.5,-0.1,-33.1,-2.3,-14.2,5.4,-3.6

# Arranged by heavy-atom count (rising): part of the list above
SMILES,Cathepsin G inh,MKP-1 inh,Cdc25B block,CatL inh,C1s inh,Hsp90 block,FXIa inh mix,FXIIa mix inh,HTR1A agonist
Cc1nc2cncc(Br)c2n1C,-6.0,-20.0,-1.5,15.5,-1.9,-0.4,2.4,7.1,-4.2
CC(C)Oc1ccc(C(=O)NCc2ccco2)cc1,10.6,-8.6,4.8,8.6,17.4,-1.1,6.0,9.8,-3.9
O=C(CN1CCOCC1)NCC12CC3CC(CC(C3)C1)C2,1.6,-2.1,4.7,2.5,7.3,-1.4,5.1,2.8,-4.3
CCn1nc(C(=O)OC2CCOC2=O)c2ccccc2c1=O (configuration not stated),9.6,1.8,-14.3,12.4,10.6,-1.3,4.7,6.4,0.0
CC(=O)Nc1ccc(OCC(O)CN2CCN(c3ccc(C)c(Cl)c3)CC2)cc1 (configuration not stated),-2.0,3.5,-2.6,13.6,1.3,-13.9,3.8,8.2,-1.4

# (continued)
SMILES,Cathepsin G inh,MKP-1 inh,Cdc25B block,CatL inh,C1s inh,Hsp90 block,FXIa inh mix,FXIIa mix inh,HTR1A agonist
COC(=O)NCC12CC3CC(C1)CC(CNC(=O)OC)(C3)C2,x,-14.8,-26.2,5.6,x,3.5,x,x,1.2
CCOc1ccc2nc(NC(NC(C)=O)(C(=O)OC)C(F)(F)F)sc2c1 (configuration not stated),x,-4.7,-31.9,8.4,x,6.8,x,x,-2.9
CC(=O)Nc1ccc(NC2=CC(=O)CC(C)(C)C2)cc1,-0.7,-0.2,-2.9,4.9,18.4,2.7,8.9,1.6,-2.9
Cc1nccn1-c1cc(C(C)C)c(C#N)c2nc3ccccc3n12,x,-25.3,28.8,-5.3,x,4.8,x,x,-2.5
O=C(CCN1C(=O)c2ccccc2C1=O)Nc1ccc(S(=O)(=O)N2CCOCC2)cc1,0.1,7.4,-7.8,-5.4,-1.9,-8.7,5.1,5.4,-1.0
O=C(c1ccco1)N1CCN(S(=O)(=O)c2cccc3nsnc23)CC1,4.5,13.7,-13.8,-10.9,-40.8,x,-5.2,7.0,-2.6
O=S(=O)(NCC1CCCO1)c1cccc2nsnc12 (configuration not stated),8.6,7.8,-3.3,12.5,-12.5,-2.2,-2.5,5.0,-0.2
O=C(NCc1ccco1)c1cc2c(s1)CSC2,0.1,16.8,-2.2,-12.2,-0.3,-3.5,5.8,9.3,-2.2
CCCC(C(=O)NCC1CCCO1)N(Cc1ccco1)C(=O)CNS(=O)(=O)c1ccccc1 (configuration not stated),-3.8,u,-8.8,18.3,-0.4,-2.1,-2.1,25.6,-0.4
Cc1csc(NC(=O)CSc2nnc(Cn3c(=O)sc4ccccc43)n2-c2ccccc2)n1,1.1,10.1,-5.5,-10.4,-27.9,-1.4,7.1,0.2,-2.7
COc1ccc2cc(CCNC(=O)c3ccc4c(c3)OCO4)c(=O)[nH]c2c1,13.6,8.6,1.4,-2.5,12.0,-5.4,8.1,1.2,-0.2
COc1ccc(-c2csc(Cc3nnc(N4CCOCC4)n3-c3ccccc3)n2)cc1,10.5,14.0,-8.7,x,12.2,x,6.7,0.8,2.6
CC(C(=O)Oc1ccc2c(c1)OCO2)N1C(=O)c2ccccc2C1=O (configuration not stated),3.3,2.7,1.3,0.4,-5.8,2.8,3.0,9.1,-4.5
COc1ccc(CC(=O)Nc2c3c(nn2-c2cccc(Cl)c2)CS(=O)C3)cc1 (configuration not stated),8.7,-15.5,-9.0,-10.1,9.9,-3.1,8.6,2.6,0.5
CCOC(=O)c1sc(NC(=O)CSc2nnnn2-c2ccc(C)cc2)c(C(=O)OCC)c1C,x,6.6,-21.4,x,x,-1.9,x,x,0.8
Cn1c(C(=O)NCCN2CCN(c3ccccc3F)CC2)cc2c(=O)n(C)c3ccccc3c21,5.4,3.5,-10.5,30.4,7.0,-0.8,9.9,8.4,7.0
Cc1sc2nnn(CC(=O)N3CCN(C(=O)c4ccco4)CC3)c(=O)c2c1C,9.8,-7.8,-18.0,7.8,2.4,-0.7,2.8,6.0,-1.6
O=C1CC(c2ccco2)CC2=C1C=Nc1ccccc1N2 (configuration not stated),6.9,-10.2,-2.2,-60.0,-2.6,-2.4,-2.4,-1.8,-0.9
COc1ccc(C2=NO[C@@H]3C(=O)N(c4cccc(C)c4C)C(=O)[C@H]23)cc1OC,-11.5,-7.6,-0.4,2.6,-14.6,0.8,5.4,-5.7,-2.3
O=C(CCS(=O)(=O)c1ccc(Cl)cc1)OCC(=O)N1CCCCC1,-3.1,-2.6,-11.0,-1.0,-99.2,-4.1,-11.7,-7.7,0.0
COCCn1c(C)cc(C(=O)COC(=O)c2n[nH]c3ccccc23)c1C,3.2,16.5,-10.2,17.1,-7.5,-3.8,5.8,-0.1,-1.9
O=C(O)c1ccn(Cn2cnc3ccccc32)n1,-2.9,-0.7,26.0,2.7,-14.8,-0.6,0.4,5.3,-1.9
O=C(N1CCCC1)N1CCN(c2ncnc3c(-c4ccc(Cl)cc4)nsc23)CC1,-11.3,3.5,16.7,9.0,-8.9,0.5,-0.2,12.3,0.5
CC(C)Cn1c(N)c(C(=O)NCCN2CCOCC2)c2nc3ccccc3nc21,-2.2,25.1,-7.2,-179.8,-32.0,-6.8,-2.4,4.1,7.5
CC(C)(C)n1ncc2c(=O)n(CC(=O)Nc3ccc(Cl)cc3)cnc21,11.9,-0.8,-7.4,14.7,15.8,-4.1,7.7,11.1,-2.1
# (more compounds)
SMILES,Cathepsin G inh,MKP-1 inh,Cdc25B block,CatL inh,C1s inh,Hsp90 block,FXIa inh mix,FXIIa mix inh,HTR1A agonist
Cc1cc(C(F)(F)F)nc(NCc2cccnc2)n1,-4.7,-2.0,-6.2,29.4,1.2,-2.5,1.6,12.0,-0.7
COCCN(CC(=O)NCC1CCCO1)C(=O)CCC(=O)Nc1cc(C)on1 (configuration not stated),7.1,21.7,7.1,10.3,-0.8,-0.9,-0.5,3.4,-3.3
CCCN1C(=O)C(O)(C/C(C)=N/O)c2ccccc21 (configuration not stated),10.3,2.4,-4.4,-11.4,8.9,3.0,1.5,10.4,-0.5
Cc1ccc(S(=O)(=O)c2c(C)nn(C(C)(C)C)c2OC(=O)c2ccc(Br)o2)cc1,2.2,2.1,-2.3,-2.6,1.8,-2.0,1.3,-6.8,-3.7
COc1ccc(OC)c(S(=O)(=O)Nc2ccc(O)c(Sc3ncn[nH]3)c2)c1,-29.5,8.8,-3.9,-5.8,-99.2,2.1,-33.9,1.7,-1.3
Cc1ccc(NC(=O)Nc2cccs2)cc1,8.0,4.9,-13.0,-7.0,-10.9,-0.8,-1.9,6.6,-2.5
CCOC(=O)c1cnc(SCC(=O)NCc2cccs2)nc1N,-11.5,-21.6,-1.8,0.0,-32.0,-0.7,-2.7,-2.5,-5.5
O=C(c1ccccc1)N1CCCC(C(=O)N2CCCCCC2)C1 (configuration not stated),-8.7,-2.4,-2.4,1.3,-27.2,1.3,4.1,3.5,0.7
Cc1ccc(SCc2[nH]nc3c2C2(CCSCC2)C(C#N)=C(N)O3)cc1,14.5,7.2,0.0,-0.5,5.2,-3.1,14.5,9.8,-1.3
Clc1ccc2[nH]c3c(NCC4CCCO4)ncnc3c2c1 (configuration not stated),-1.0,6.6,7.8,-5.3,-82.0,-8.7,-10.5,2.9,3.6
COc1cccc(-c2nn(C)c3sc(C(=O)N4CCN(c5ccccc5)CC4)cc23)c1,9.0,6.5,-9.5,0.6,9.3,-1.8,1.5,14.9,-4.0
COCCn1c(SCC(=O)N2CCC(C)CC2)nc2ccccc2c1=O,12.0,2.9,-11.6,-0.7,1.8,-1.3,12.8,-0.2,-1.2
COc1ccc(/C(O)=C2\C(=O)C(=O)N(c3cc(C)on3)C2c2ccccc2OC)cc1 (configuration not stated),7.6,-7.8,8.4,-12.1,-26.6,-2.2,0.6,4.8,1.9
